# 12-hLO inh – inhibitors of human 12-lipoxygenase (ALOX12). P18054. purified 12-hLO, xylenol orange hydroperoxide absorbance. Potency, µM (titrated, usually from 57.1 µM), inactives show top-dose activity change, negative = inhibition, hits mostly inhibitors. 150,000 compounds, 0.12% hits; also: potency is read from the fitted curve at half-maximal effect; nearly all actives have a fitted effect of over 55% in size; many of its hits are not listed in these tables
# Target sequence (P18054 whole entry, looked up): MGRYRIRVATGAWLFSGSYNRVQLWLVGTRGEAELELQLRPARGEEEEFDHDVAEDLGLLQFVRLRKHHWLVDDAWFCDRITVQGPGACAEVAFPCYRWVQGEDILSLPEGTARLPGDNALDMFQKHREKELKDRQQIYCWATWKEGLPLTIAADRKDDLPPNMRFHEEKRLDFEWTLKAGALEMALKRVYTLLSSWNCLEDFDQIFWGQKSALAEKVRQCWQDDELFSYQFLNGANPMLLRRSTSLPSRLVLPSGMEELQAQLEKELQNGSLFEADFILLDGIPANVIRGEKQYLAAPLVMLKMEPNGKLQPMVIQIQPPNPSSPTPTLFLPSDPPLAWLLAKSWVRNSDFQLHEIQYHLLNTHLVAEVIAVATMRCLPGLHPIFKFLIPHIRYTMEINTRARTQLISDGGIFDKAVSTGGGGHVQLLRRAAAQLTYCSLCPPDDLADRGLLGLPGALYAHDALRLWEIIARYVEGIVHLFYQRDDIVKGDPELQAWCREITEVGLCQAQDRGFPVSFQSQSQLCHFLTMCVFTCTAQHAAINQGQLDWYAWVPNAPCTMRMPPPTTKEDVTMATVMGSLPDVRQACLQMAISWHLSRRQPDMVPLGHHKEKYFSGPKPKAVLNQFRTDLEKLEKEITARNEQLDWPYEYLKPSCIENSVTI
#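 Hydroperoxide output read as Fe(III)-xylenol orange absorbance, 573-to-405 nm ratio, after 30 min reaction with 40 uM arachidonic acid. Enzyme: 150 nM purified human 12hLO, 15 min compound preincubation; 25 mM Hepes pH 7.0, room temperature.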
# 15-hLO-2 inh – inhibitors of human 15-lipoxygenase 2 (ALOX15B); O15296; 110,000 compounds, 0.56% hits; purified 15hLO-2, xylenol orange hydroperoxide absorbance; Potency, µM (highest dose often 57.1 µM), inactives show at the highest dose activity change, negative = inhibition, actives largely listed as inhibitors; AID 881; also: potency is read from the fitted curve at half-maximal effect; nearly all actives have a fitted effect of over 60% in size; many of its hits are not listed in these tables
#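 Read-out: hydroperoxide product oxidises ferrous iron, measured as xylenol orange complex via the 573-to-405 nm absorbance ratio after 30 min. Reaction: 50 nM enzyme, 15 min compound preincubation, 45 uM arachidonic acid, 90 min RT, Hepes pH 7.5 with Triton X-100.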
# IMPase cell inh – membrane-permeable compound that blocks inositol monophosphatase | inhibition (IP1 accumulation), % at 46.1 µM | P97697 | 120,000 tested, under 10 active | CHO-M1 cells, IP1 accumulation, HTRF TR-FRET ratio; active = well fitted curve in the direction sought with a large enough effect in the signal ratio, not every such curve was filed as active; inconclusive = small, poorly fitted or top-dose-only effect, or a change in a side signal; inactive = no such curve, though single readings can be large or run the other way; the % refers to the signal ratio;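 also: cells stimulated with carbachol in lithium chloride buffer; plate controls were DMSO basal wells for no effect and reference inhibitor wells for full effect; higher means more IMPase inhibition seen as more IP1 and lower FRET ratio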
# Target sequence (P97697 whole entry, looked up): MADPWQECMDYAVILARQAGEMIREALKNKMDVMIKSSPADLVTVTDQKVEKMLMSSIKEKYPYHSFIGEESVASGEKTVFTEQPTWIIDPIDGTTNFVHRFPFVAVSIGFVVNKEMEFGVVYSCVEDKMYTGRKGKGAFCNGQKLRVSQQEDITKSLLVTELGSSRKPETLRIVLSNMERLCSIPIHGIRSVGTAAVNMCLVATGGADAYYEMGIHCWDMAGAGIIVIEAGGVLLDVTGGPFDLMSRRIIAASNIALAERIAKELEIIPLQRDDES
#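 In this qHTS, compounds (final up to 46 uM) act on CHO-M1 cells that are then activated through the M1 receptor with carbachol, in pH 7.4 buffer containing 50 mM LiCl, for 30 min. IP1 accumulation is quantified by the IP-One immunoassay.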
# PNC inhibitor – inhibitors of perinucleolar compartment assembly; PC3M PTB-GFP, PNC prevalence imaging, 16 h; hits give low values; 140,000 compounds, 3.1% hits; activity change (PNC), negative = inhibition, % at 10 µM;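 active = readout at or below -70, meaning at least 70% loss of cells showing the perinucleolar compartment, a nuclear body marking cancer cells; inconclusive = readout between -30 and a set limit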;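 also: plate controls were DMSO wells for no effect and camptothecin positive control wells for full effect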
#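 Compounds are pinned in duplicate onto adhered PC3M cells stably expressing GFP-tagged PTB and incubated 16 h at 37 C. Cells are then fixed, nuclei stained with Hoechst, and PNC-positive cells counted.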
# The depositor's hits bear a star; u = inconclusive; x = no result given; [ ] = remark or other dose. Unless noted, calls follow the shape of the dose curve; as a rule, active = well fitted curve in the direction sought with a large enough effect; inconclusive = small, poorly fitted or top-dose-only effect, or another doubt; inactive = no such curve, though single readings can be large; an effect the other way counts as inactive or inconclusive. Unless noted, % is scaled to controls: 0 for no effect and ±100 for the full control effect. A portion of the library; rates above refer to the full screens.
SMILES	12-hLO inh	15-hLO-2 inh	IMPase cell inh	PNC inhibitor
Cc1ccc(N=C/C(C(=O)C(F)(F)F)=C(\O)c2cccs2)cc1	-7%	0%	13	12
COc1ccc(OC)c(S(=O)(=O)N2CCC(C(=O)NCC3CCCO3)CC2)c1 (stereo not given)	7%	3%	7	u
CC(C)(C)c1csc(NC(=O)Cn2cnc3ccccc3c2=O)n1	-1%	8%[2.29 µM]	4	-25
CC(C)(C)c1ccc(S(=O)(=O)NCc2ccc(C(=O)NCc3ccccn3)cc2)cc1	-4%	x	x	10
CCCCS(=O)CC(O)COCC (stereo not given)	-1%	5%	3	0
Cc1cc(C)nc(SCC(=O)Nc2ncc(Cc3cccc(Cl)c3)s2)n1	2%	x	x	-16
COc1cc2c(cc1OC)C1=C(C#N)COCN1CC2	-21%	-26%	16	4
Cc1ccn(CC(=O)N2N=C(C(F)F)CC2(O)C(F)F)n1 (stereo not given)	4%	x	x	4
CC(C)CCn1nnnc1C(c1ccccc1)N1CCN(C)CC1 (stereo not given)	3%	12%	-1	-24
COc1ccc(NC(=O)Cc2ccc(C)cc2)c([N+](=O)[O-])c1	0%	x	x	20
N#CC(C#N)=C1C=CC=CN1/C(=C\c1ccco1)C(=O)c1ccc(Cl)cc1	2%	x	4	u
CC1CCN(CCCNC(=O)c2ccc3c(=O)n(CCc4ccccc4)c(=O)[nH]c3c2)CC1	2%	20%	1	15
O=c1c2ccccc2nnn1CSc1nnc(-c2cccs2)n1Cc1ccccc1	-1%	-10%	-3	45
CCCC1COC(Cn2cncn2)(c2ccc(C)cc2)O1 (stereo not given)	-4%	13%	3	11
c1ccc(-c2nc(N3CCCCCC3)nc(-n3ccnc3)n2)cc1	5%	56%[activator]	15	34
Cn1c(Cn2c(=O)sc3ccccc32)nnc1SCc1ccccc1F	-1%	3%	5	36
O=C1OC2CCC1(c1ccccc1)C2 (stereo not given)	-3%	x	8	2
CC(C)(C)NC(=O)CSc1nnc(C2CC2)n1Cc1ccccc1	3%	3%	8	-29
CCn1cc(C(=O)NCc2ccc3c(c2)OCO3)c(=O)c2cc(F)c(N3CCN(C)CC3)cc21	-16%	51%[activator]	-4	-27
CCOC(=O)CCNC(C(=O)OCC)c1ccccc1 (stereo not given)	-1%	0%	-6	-1
CCn1nnc(-c2ccccc2NC(=O)c2cccc(-n3cnnn3)c2)n1	-6%	-17%	6	11
O=C(CSCc1ccc(Cl)cc1)N1CCN(Cc2ccc3c(c2)OCO3)CC1	-2%	x	0	-86*
CC(C)n1c(SC2C(=O)CC(C)(C)CC2=O)nc2c1c(=O)n(C)c(=O)n2C	-3%	7%	10	5
COc1cccc(-n2nnc3c(=O)n(Cc4ccc(C)cc4)cnc32)c1	-7%	-10%	-1	13

# Pulled one by one from the entries so far (3):
SMILES	12-hLO inh	15-hLO-2 inh	IMPase cell inh	PNC inhibitor
Cc1ccc(N=C/C(C(=O)C(F)(F)F)=C(\O)c2cccs2)cc1	-7%	0%	13	12
CCn1nnc(-c2ccccc2NC(=O)c2cccc(-n3cnnn3)c2)n1	-6%	-17%	6	11
COc1ccc(OC)c(S(=O)(=O)N2CCC(C(=O)NCC3CCCO3)CC2)c1 (stereo not given)	7%	3%	7	u

# New compounds follow
SMILES	12-hLO inh	15-hLO-2 inh	IMPase cell inh	PNC inhibitor
CCNC(=S)Nc1ccc(OCC)cc1	-1%	x	x	-86*
CCCc1nc2c(nnn2Cc2ccccc2F)c(=O)[nH]1	11%	4%	-2	-4
CCOc1ccc(N2C(=O)C(c3ccccc3)=C(c3nc4ccccc4s3)C2NC(C)=O)cc1 (stereo not given)	-8%	-3%	4	12
C=CCNc1nc(Nc2ccc([N+](=O)[O-])cc2)nc(OCC)n1	1%	x	x	-18
CCOC(CNc1c([N+](=O)[O-])c(=O)n(C)c(=O)n1C)OCC	-3%	x	x	-18
Cc1ccc(S(=O)(=O)NC(=O)c2cc(C)n(-c3ccc(N(C)C)cc3)c2C)cc1	-6%	x	-6	u
CCN(CC)Cc1nc2c(c(=O)[nH]1)C1(CCCC1)Cc1ccccc1-2	6%	23%	-2	13
CCCCOc1ccccc1C1C(C(=O)OC)=C(C)N(C)C(C)=C1C(=O)OC	-10%	x	15	-9
O=[N+]([O-])c1ccc(O)c(-c2nc(-c3ccccc3)c(-c3cccs3)[nH]2)c1	-1%	24%	4	-29
CCC(=O)Nc1cc(OC)c(NC(=O)c2ccccc2)cc1OC	-1%	-3%	3	33
COc1ccc(N2Cc3ccccc3C2)cc1Cl	-11%	-15%	3	u
C=CCNC(=O)c1onc(CSc2ccc(F)c(F)c2)c1C(=O)O	-1%	-6%	-3	82

# Record cards (already shown). Order of values: 12-hLO inh | 15-hLO-2 inh | IMPase cell inh | PNC inhibitor
# `Cn1c(Cn2c(=O)sc3ccccc32)nnc1SCc1ccccc1F` across the screens: -1% | 3% | 5 | 36
# `C=CCNC(=O)c1onc(CSc2ccc(F)c(F)c2)c1C(=O)O` across the screens: -1% | -6% | -3 | 82

# Following part
SMILES	12-hLO inh	15-hLO-2 inh	IMPase cell inh	PNC inhibitor
CCOC(=O)c1ccc(NS(=O)(=O)c2c(C)n(C)c(=O)n(C)c2=O)cc1	2%	x	0	31
Cc1ccc(N2C(=O)CC3(CC4C=CC3C4)C2=O)cc1 (stereo not given)	1%	-3%	-2	20
COc1cc2c(cc1NC(=O)CC1SC(N3CCCC3)=NC1=O)oc1ccccc12 (stereo not given)	2%	-9%	3	2
O=C(Nc1ccc(F)cc1)Nc1cc(OCC(F)(F)F)cc(OCC(F)(F)F)c1	-1%	x	12	17
CC1CCc2nn(CC(=O)Nc3c(F)cc(F)cc3Br)cc2C1 (stereo not given)	-1%	5%	3	14
Cc1noc(C)c1COC(=O)CCN1c2ccccc2Sc2ccccc21	-14%	-3%	6	-15
COC(=O)Cc1cn(-c2ncc(C(F)(F)F)cc2Cl)c2ccccc12	0%	2%	-2	5
Cc1ccc(C)c(C(=O)COC(=O)c2ccc(Br)o2)c1	1%	-8%	-1	-10
O=C(ONC1=NCCCCC1)c1c(F)cccc1F	6%	7%	-1	-28
Cc1ccc2nc(-c3ccc(NS(=O)(=O)c4ccc(F)c(F)c4)cc3)sc2c1	-18%	x	x	-18
CCN(CC)S(=O)(=O)c1cccc(C(=O)N/N=C/c2ccc(OC)c(O)c2)c1	-1%	x	x	-18
CC1CCC(C(C)C)C(OC(=O)COC(=O)c2ccc(N)cc2)C1 (stereo not given)	-8%	x	6	-9
O=C(Nn1cnc2ccccc2c1=O)C1CCCCC1	0%	1%	12	u
COC(=O)c1ccc(N/C=C/C(=O)c2ccc(OC)c(OC)c2)cc1	-3%	-9%	11	u
CCOc1ccc(CCNC(=O)CCn2cccc2)cc1OCC	-5%	-7%	0	u
Cc1cc(C(=O)N/N=C/c2cc(Br)cc(Br)c2OC(=O)c2ccccc2)n[nH]1	-4%	x	x	u
COC(=O)C1=C(C)N=c2s/c(=C/c3ccoc3)c(=O)n2C1c1ccccc1 (stereo not given)	-14%	-21%	7	-10
CN1CCN(S(=O)(=O)c2ccc(=O)[nH]c2)CC1	-3%	4%	14	42
O=C(CCl)N(c1ccccc1)c1c[nH]c2ccccc12	-4%	1%	2	-6
O=C(COc1cc(Cl)c(Cl)cc1Cl)Nn1cnnc1	-2%	0%	-1	26
CCOC(=O)/C(CCC[N+](C)(CC)CC)=N\O	-1%	x	x	u
Cc1cc(SCC(=O)c2cc3ccccc3o2)nc2ccccc12	-2%	-12%	4	u
COc1ccc(-n2c(Cc3cccn3C)nnc2SCC(=O)NCC2CCCO2)cc1 (stereo not given)	4%	-5%	3	-10
c1ccc(CNc2nc3ccccc3n3cnnc23)cc1	1%	8%	3	50
CS/C(=N\S(=O)(=O)c1ccccc1)c1ccccc1	-3%	x	x	34
COc1ccc(C=C(c2nc3ccccc3s2)c2nc3ccccc3s2)cc1O	-1%	x	x	6
CC1(c2ccccn2)Nc2ccccc2-c2nc3ccccc3n21 (stereo not given)	-6%	22%	-1	32
CC(=O)C1=C(O)CC(c2ccccc2)CC1=NCCc1c(C)[nH]c2ccc(C)cc12 (stereo not given)	-1%	x	x	-119*
CN1CCN(c2ccccc2NC(=O)C(Cc2ccccc2)n2cccc2)CC1 (stereo not given)	3%	x	-9	64
Cc1ccc(NC(C#N)c2ccccc2OCc2ccccc2)cc1 (stereo not given)	-6%	-5%	1	-17
CCCN(CC(=O)Nc1cc(Cl)ccc1Cl)C(=O)/C=C/c1ccco1	1%	x	-5	u
CC(NC(=O)CSCc1ccccc1Br)c1ccccc1 (stereo not given)	-1%	x	x	54
O=C(OC1CCCCC1=O)c1cc(=O)c2ccccc2o1 (stereo not given)	-7%	-12%	u	26
O=C(NCCN1CCOCC1)c1ccc(CS(=O)(=O)Cc2ccccc2F)o1	-4%	2%	0	27
CN(C)c1nc(C(N)=O)nc(N2CCOCC2)n1	3%	2%	-4	u
O=C(Nc1cccs1)Nc1ccccc1Cl	u	u	-2	-82*
CN1CCN(C2=C(Cl)C(=O)N(Cc3ccccc3)C2=O)CC1	2%	-2%	8	8
COc1cccc(-c2cc(N)nn2C(=O)Nc2ccc(Cl)cc2)c1	-18%	-2%	1	-23
O=c1oc2ccc3ccccc3c2c2c1SC(C(F)(F)F)C2 (stereo not given)	-5%	1%	-6	20
CCOc1ccc(OCc2ccc(C(=O)Nc3cccnc3)o2)cc1	9%	19%	1	u
O=C(NO)c1ccc(C(=O)N(C2CCCCC2)C2CCCCC2)cc1	u	u	7	30
O=C(COC(=O)c1ccncc1)NC(=O)C1CCCCC1	5%	-1%	0	75
Cc1ccc(S(=O)(=O)NCc2cn3c(C)csc3n2)cc1	3%	-2%	-3	13
O=C(Nc1sc2c(c1-c1nc3ccccc3[nH]1)CCCC2)C1CCCC1	0%	23%	10	u
CCC1CCCCN1c1nc2c(C=O)c(C)nn2c2ccccc12 (stereo not given)	-6%	x	-4	u
CCOC(=O)COC(=O)c1ccc(Oc2cc(C)nc(SC)n2)cc1	-6%	x	-3	31
CC(C)(C)NC(=O)C1CCC(C)(C(=O)O)C1(C)C (stereo not given)	3%	5%	-5	7
CC1=C(C(=O)Nc2ccccc2)C(c2ccco2)C(C#N)=C(SCC(=O)OC(C)C)N1 (stereo not given)	-8%	-5%	6	0
CC(=O)OC(C)(CCC(C)(OC(C)=O)C(C)=O)C(C)=O (stereo not given)	1%	-6%	8	-12
CN1CCC2(CC1)CCN(C(=O)c1cccc(F)c1)CC2	3%	-2%	x	x
CNC(=O)CN(c1cc(C)ccc1C)S(C)(=O)=O	3%	-1%	-14	10
CCOC(=O)c1c(NC(=O)c2noc3c2CCCC3)sc(C)c1C	-4%	-21%	1	1
O=C(NCc1ccccc1)C12CN(Cc3ccccc3)CC1C(c1cccc([N+](=O)[O-])c1)=NO2 (stereo not given)	0%	15%	3	44
Cc1ccc(N(CC(=O)NCC2CCCO2)C(=O)CCC(=O)Nc2ccccn2)cc1C (stereo not given)	-2%	x	-1	-6
COc1ccc2nc(SCc3cccnc3)c(C#N)cc2c1	-5%	0%	-5	21
Cc1nn(-c2ccccc2)c(C)c1C(=O)OCC(=O)N1c2ccccc2NC(=O)C1(C)C	5%	-2%	4	17
COc1ccccc1CN1C(=O)CN(C2CCCC2)C(=O)C1c1ccc(F)cc1 (stereo not given)	-5%	-8%	-8	u
Cc1cc2ncn(CC(O)COC3CCCCC3)c2cc1C (stereo not given)	-1%	41%[activator]	8	19

# High-throughput results: PubChem, National Center for Advancing Translational Sciences (NCATS)
